KDM5B inh: blocks human KDM5B histone demethylase activity | 220,000 compounds, 2.6% hits | AID 1347165 | Potency, µM (doses to about 57.7 µM), for the others: at the top dose activity change, negative = inhibition, actives largely listed as inhibitors | KDM5B demethylase, FDH-coupled NADH fluorescence (FDH is formaldehyde dehydrogenase) | Q9UGL1; active = well fitted inhibition curve with a large enough effect; inconclusive = small, poorly fitted or top-dose-only effect; inactive = no such curve, though single readings can be large or run the other way; also: 0% is about no effect; nearly all actives have a fitted effect of over 70% in size
Target sequence (Q9UGL1 whole entry, looked up): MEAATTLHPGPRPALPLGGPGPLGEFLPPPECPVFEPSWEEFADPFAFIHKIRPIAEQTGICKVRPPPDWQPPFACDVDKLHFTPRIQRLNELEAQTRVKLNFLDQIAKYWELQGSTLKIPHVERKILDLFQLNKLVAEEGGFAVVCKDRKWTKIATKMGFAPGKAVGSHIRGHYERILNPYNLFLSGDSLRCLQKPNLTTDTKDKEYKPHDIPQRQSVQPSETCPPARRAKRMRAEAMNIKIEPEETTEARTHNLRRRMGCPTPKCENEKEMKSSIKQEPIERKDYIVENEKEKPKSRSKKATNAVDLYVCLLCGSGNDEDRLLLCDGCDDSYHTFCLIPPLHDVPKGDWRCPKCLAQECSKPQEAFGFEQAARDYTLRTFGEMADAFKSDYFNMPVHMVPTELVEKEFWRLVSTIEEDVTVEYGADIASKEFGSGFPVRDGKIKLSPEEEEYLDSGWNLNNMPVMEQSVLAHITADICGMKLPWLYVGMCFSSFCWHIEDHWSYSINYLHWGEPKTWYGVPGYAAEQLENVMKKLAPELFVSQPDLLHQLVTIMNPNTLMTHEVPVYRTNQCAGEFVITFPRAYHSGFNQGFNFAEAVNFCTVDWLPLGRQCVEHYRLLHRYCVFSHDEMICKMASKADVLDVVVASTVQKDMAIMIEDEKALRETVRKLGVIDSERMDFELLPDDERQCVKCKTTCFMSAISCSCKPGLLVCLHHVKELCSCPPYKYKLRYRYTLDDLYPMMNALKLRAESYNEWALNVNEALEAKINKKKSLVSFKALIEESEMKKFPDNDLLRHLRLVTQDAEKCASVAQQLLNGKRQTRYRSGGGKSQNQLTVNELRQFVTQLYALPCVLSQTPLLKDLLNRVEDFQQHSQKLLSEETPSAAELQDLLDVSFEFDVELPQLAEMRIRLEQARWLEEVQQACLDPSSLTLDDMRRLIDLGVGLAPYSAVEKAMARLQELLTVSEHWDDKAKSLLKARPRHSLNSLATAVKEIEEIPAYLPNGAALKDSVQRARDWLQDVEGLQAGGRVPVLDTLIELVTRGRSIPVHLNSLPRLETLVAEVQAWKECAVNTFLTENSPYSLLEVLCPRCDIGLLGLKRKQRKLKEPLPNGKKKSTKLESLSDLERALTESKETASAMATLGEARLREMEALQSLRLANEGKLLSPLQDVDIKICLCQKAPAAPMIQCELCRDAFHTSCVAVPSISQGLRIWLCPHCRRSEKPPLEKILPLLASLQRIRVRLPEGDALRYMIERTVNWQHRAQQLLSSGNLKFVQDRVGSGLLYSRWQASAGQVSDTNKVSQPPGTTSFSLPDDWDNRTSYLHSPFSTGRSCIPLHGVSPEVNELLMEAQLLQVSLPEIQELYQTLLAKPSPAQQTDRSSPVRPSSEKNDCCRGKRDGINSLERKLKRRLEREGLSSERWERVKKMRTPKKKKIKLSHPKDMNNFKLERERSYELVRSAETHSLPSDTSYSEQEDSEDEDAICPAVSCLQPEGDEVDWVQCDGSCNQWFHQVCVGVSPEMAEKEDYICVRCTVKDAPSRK
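Inhibition is measured as reduced NADH fluorescence generation from FDH coupling to formaldehyde release. Truncated KDM5BΔAP at 200 nM final acts on H3K4me3 peptide (12.5 µM in substrate mix) in pH 7.5 HEPES buffer with Tween-20, 30 min, room temperature.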
Active calls of the source: *; ? = inconclusive; [ ] = dose if it differs, or a comment. Potency is read from the fitted curve at half-maximal effect.

KDM5B inh | Structure
-14% | CCOCC(=O)N1CCCn2ccnc2C1CC (stereo not drawn)
-26% | O=C(O)C1c2ccccc2CC(=O)N1Cc1ccccc1 (stereo not drawn)
-30% | COc1ccc(NC(=O)Cn2ccn3nc(-c4ccccc4)c(CO)c3c2=O)cc1OC
-21% | CCc1ccc2oc(C(=O)Nc3nonc3CC)c(C)c2c1
24% | Cc1noc(C)c1C(=O)NNc1cc(Cl)ccc1Cl
2% | CCOc1cc(/C=C/c2nc3ccccc3o2)ccc1OC
-6% | COC(=O)c1ccc(NC(=O)CCc2c(C)[nH]n(-c3ccc(F)cc3)c2=O)cc1
-11% | CCOc1ccccc1CN1CCN(c2ccnc(N)n2)CC1CCO (stereo not drawn)
-4% | Cc1ccc(NC(=O)c2ccccc2SCC(=O)NC2CC2)c(Cl)c1
22% | CCn1c(=O)c2c(cc(C)n2C)n(CC(=O)Nc2ccccc2F)c1=O
17% | O=C(NCCc1ccc(Cl)cc1)C12CC3CC(CC(C3)C1)C2
13% | COCCN(CCOC)Cc1coc(-c2cccc(F)c2)n1
3%[149 µM] | Cc1ccc(C(=O)N2CC3(Cc4ccccc4C(=O)N3)C2)cc1
5% | Cc1cc(C)cc(C(=O)N2CCC(Oc3ncccc3C(=O)N(C)C)C2)c1 (stereo not drawn)
? | CC(C)c1ccc(NC(=O)c2ccc(F)c(S(=O)(=O)N3CCc4ccccc43)c2)cc1
13% | COc1ccc(-c2nc(-c3nonc3N)no2)cc1
-8% | COc1cccc(-c2c(NC(=O)c3ccc([N+](=O)[O-])cc3)oc3ccc(Cl)cc3c2=O)c1
22% | CCn1nc(C(=O)N(C)CCOc2ccc(C)cc2)c2ccccc2c1=O
-13% | Cc1c(CC(=O)NCc2cccnc2)c2c(n1CC(C)C)CC(C)(C)CC2=O
-19% | CCOc1ccc(-c2nonc2NC(=O)COc2ccc(C)c(C)c2)cc1OCC
-28% | CN1C(=O)CCC2(CNC(=O)c3ccccn3)CCC=C12 (stereo not drawn)
? | CC(C)Oc1ccc(CN2CC(C(=O)NCc3ccncc3)C3(CCOCC3)C2)cc1 (stereo not drawn)
-7% | CN(CC(=O)NC(=O)NC1CCCCC1)C(c1ccccc1)c1ccccc1
? | CC1=C[C@@H](CNC(C)C)[C@H](C(C)C)C[C@H]1Cc1nnc(-c2ccncc2)o1
6% | COc1cc(CC(=O)OC(C)c2ccc(F)cc2)cc(OC)c1OC (stereo not drawn)
-4% | O=C(NCc1ccc(F)c(Cl)c1)C1CCN(C(=O)c2ncn3c2COC(c2ccccc2)C3)CC1 (stereo not drawn)
4% | CCOc1ccc(Cl)cc1CNCCCSc1nnnn1C
? | CCCNC1(Cc2cc(C(=O)N3CCCCC3)on2)COC1
? | Cc1ccc(-c2ccc(=O)n(CC(=O)NCCc3ccccc3)n2)cc1
? | Cn1nnnc1SCCCNCc1ccccc1OCc1ccc(Cl)cc1
8% | O=C(CCNc1nc(Cl)nc2nc[nH]c12)NCCCO
-29% | CCOCCOC1CCN(C(=O)c2ccc3cc[nH]c3c2)CC1
4%[115 µM] | CCCNC1(Cc2cc(-c3ccc(F)cc3)on2)COC1
? | CC(=O)N1CCC(N2C[C@@H]3C[C@H]2C(=O)N(C)c2ccccc2O3)CC1
-16% | CCCC(=O)NNC(=S)NC(C)C
-20%[86.2 µM] | C[C@H]1[C@@H]2[C@H]3OC(=O)[C@H](C)C3CC[C@@]2(C)CC[C@@H]1NC(=O)c1ccncc1 (stereo partly drawn)
6% | CCN(C(=O)c1c(C)oc2ncn(CC(C)C)c(=O)c12)c1cccc(Cl)c1
64%[activator] | O=C(NCc1cccc(C(F)(F)F)c1)NCc1coc(-c2cccs2)n1
? | COc1cc(-c2nc3c(s2)CN(C(C(=O)O)c2c[nH]c4cc(F)ccc24)CC3)cc(OC)c1OC (stereo not drawn)
-9% | O=C(NC1CCNC1)C1CCN(c2nc(-c3ccccc3)nc3c2CCC3)CC1 (stereo not drawn)
? | O=C(NC(c1ccccc1)c1ccccc1)c1cc2ccccc2[nH]1
8%[115 µM] | CN(CC1CC1)C1CCc2ccccc21 (stereo not drawn)
32µM* | Cc1ccc(NC(=O)N2CCc3c(c4ccccc4n3C)C2)cc1C
? | COC(=O)c1ccc(Nc2nc(-c3ccc(C)cc3)nc3ccccc23)cc1
5% | O=C1C(N2CCN(S(=O)(=O)c3ccc(Cl)cc3)CC2)CCN1CCc1ccccc1 (stereo not drawn)
8% | CCOc1cccc2cc(-c3nnc(Nc4ccc(F)c(Cl)c4)s3)c(=O)oc12
11% | O=C(NC1CCCCC1)c1ccc2ncsc2c1
40%[activator] | NNC(=O)c1cc2c(s1)-c1cc(Cl)ccc1SC2
? | Cn1cccc1CN1CCC2(C1)C(=NC1CCCC1)NC(=O)N2c1cccnc1 (stereo not drawn)
? | Oc1ccc(Nc2ccnc(N3CC4CCC(C3)N4CC(F)(F)F)n2)cc1

(list continues)
KDM5B inh | Structure
-15% | CCOc1ccccc1NC(=O)CCCc1nc(-c2ccccc2Cl)no1
7% | FC(F)(F)c1nnc(N2CCN(c3ccc(Cl)cc3)CC2)s1
-17% | CNC(=O)N1CCC(N2C(=O)C3(CCCCC3)C2c2ccccc2)CC1 (stereo not drawn)
15% | Cc1cc(CSCC(=O)Nc2c(C)cccc2C)on1
? | Cc1nc(N2CCCC2)ncc1C(=O)NCc1ccccc1Cl
-11% | O=C(NCC1CCCO1)c1cc2n(n1)CC(c1ccc(Br)cc1)OC2 (stereo not drawn)
-7% | O=C1CC(C(=O)N2CCC(O)(c3cccnc3)CC2)CN1Cc1ccccn1 (stereo not drawn)
? | O=C(Cn1ccn2nc(-c3ccccc3)c(CO)c2c1=O)Nc1cc(F)cc(F)c1
-5% | COc1ccc2c(CNCc3cccs3)c(C(=O)O)n(Cc3ccccc3)c2c1
-24% | CCCCCCCCCCCCCCCCN1CCCC1
5% | O=C(O)c1cc(NC(=O)c2cccc(N3C(=O)c4ccccc4C3=O)c2)cc(C(=O)O)c1
29% | CC(C)Cn1cnc2c1c(=O)n(CC(=O)NC(=O)NC(C)(C)C)c(=O)n2Cc1ccccc1
-22%[86.2 µM] | Cc1ccc(-c2noc([C@@H]3Cc4nc[nH]c4CN3C(=O)CCCC(=O)O)n2)cc1
23% | O=C(NCc1cccnc1)C1CCC(=O)N(Cc2cccc(C(F)(F)F)c2)C1 (stereo not drawn)
-13% | N#Cc1ccc(Cn2c(=O)c3c(ncn3C3CCCC3)n(Cc3ccccc3)c2=O)cc1
? | CN(Cc1ccsc1)C(=O)C1CCCN(C2CCN(C(=O)C3CC3)CC2)C1 (stereo not drawn)
-8% | N#Cc1c(-n2ncnc2-c2cccc(Br)c2)sc2c1CCCCC2
-31% | CCOc1ccc(CC(=O)Nc2c(C(=O)Nc3ccc(OC)cc3OC)oc3ccccc23)cc1
? | CCOc1c(OC)cccc1-c1nc2ccccc2s1
24% | CC(C)(C)C(=O)Nc1ccc(-c2nnc3n2CCCCC3)cc1
24% | COc1ccc(NC(=O)N2CCC(Oc3ncccc3C(=O)N3CCOCC3)C2)cc1 (stereo not drawn)
-27% | COc1ccc(-c2nn(-c3ccc(C)cc3)c3c2cnc2ccc(C)cc23)cc1OC
? | CN(C(=O)c1ccc2c(c1)N(Cc1ccccc1F)C(=O)c1ccccc1S2)C1CCCCC1
? | Cc1ccc(-n2c(=O)c3ccc(C(=O)NCc4ccccc4Cl)cc3n(CC(N)=O)c2=O)cc1
? | CC(=O)NCCNC(=O)CCc1nc(-c2ccccc2)c(-c2ccccc2)o1

Part of the list above, comma-delimited:
canonical_smiles,KDM5B inh
O=C(O)c1cc(NC(=O)c2cccc(N3C(=O)c4ccccc4C3=O)c2)cc(C(=O)O)c1,5%
CC(C)Cn1cnc2c1c(=O)n(CC(=O)NC(=O)NC(C)(C)C)c(=O)n2Cc1ccccc1,29%
Cc1ccc(-c2noc([C@@H]3Cc4nc[nH]c4CN3C(=O)CCCC(=O)O)n2)cc1,-22%[86.2 µM]
O=C(NCc1cccnc1)C1CCC(=O)N(Cc2cccc(C(F)(F)F)c2)C1 (stereo not drawn),23%
N#Cc1ccc(Cn2c(=O)c3c(ncn3C3CCCC3)n(Cc3ccccc3)c2=O)cc1,-13%
CN(Cc1ccsc1)C(=O)C1CCCN(C2CCN(C(=O)C3CC3)CC2)C1 (stereo not drawn),?
N#Cc1c(-n2ncnc2-c2cccc(Br)c2)sc2c1CCCCC2,-8%
CCOc1ccc(CC(=O)Nc2c(C(=O)Nc3ccc(OC)cc3OC)oc3ccccc23)cc1,-31%
CCOc1c(OC)cccc1-c1nc2ccccc2s1,?
CC(C)(C)C(=O)Nc1ccc(-c2nnc3n2CCCCC3)cc1,24%
COc1ccc(NC(=O)N2CCC(Oc3ncccc3C(=O)N3CCOCC3)C2)cc1 (stereo not drawn),24%
COc1ccc(-c2nn(-c3ccc(C)cc3)c3c2cnc2ccc(C)cc23)cc1OC,-27%
CN(C(=O)c1ccc2c(c1)N(Cc1ccccc1F)C(=O)c1ccccc1S2)C1CCCCC1,?
Cc1ccc(-n2c(=O)c3ccc(C(=O)NCc4ccccc4Cl)cc3n(CC(N)=O)c2=O)cc1,?
CC(=O)NCCNC(=O)CCc1nc(-c2ccccc2)c(-c2ccccc2)o1,?

Next section:
KDM5B inh | Structure
11% | O=C(CN(Cc1ccc(Cl)cc1)C(=O)CN1C(=O)COc2ccccc21)NC1CCCC1
23% | CN(Cc1cc(C(C)(C)C)n[nH]1)C(=O)[C@H]1CCC[C@@H](O)C1
-14% | COc1cccc(CNC(=O)C2(c3ccc(NC(C)=O)cc3)CCCCC2)c1
15% | O=C(NCC(c1ccco1)S(=O)(=O)c1ccccc1)c1ccc2c(c1)OCO2 (stereo not drawn)
? | O=c1[nH]c2ccc(Cl)cc2c(-c2ccccc2)c1CN1CCCCC1
? | COc1ccc(Nc2cc(C(=O)NCc3ccccc3)c3ccccc3n2)cc1OC
? | O=C1COc2ccc3ccccc3c21
-3%[86.2 µM] | N#Cc1cccc(CN2CCOC[C@H]2c2ncc(-c3ccc(F)cc3)[nH]2)c1
-3% | COc1ccc(-n2nnc(C(=O)Nc3ccccc3F)c2N)cc1
-5%[86.2 µM] | O=C1[C@@H]2C[C@@H](CN2C(=O)c2ccccc2F)Oc2ccccc2N1Cc1ccccc1
0% | CCCOc1ccc(/C(O)=C2\C(=O)C(=O)NC2c2ccc(Cl)cc2)cc1 (stereo not drawn)
-21% | O=C(c1cccnc1)N1CCC2(CC1)C(=O)NN=C2c1ccncc1
-9% | CC(C)c1ccc(/C=N/NC(=O)C2CC2c2ccccc2)cc1 (stereo not drawn)
13% | Cc1cccc(C(=O)N2CCCC(Cc3nncn3C)C2)c1 (stereo not drawn)
? | CSc1ccc(/C=C(/C#N)S(=O)(=O)c2ccc(C)cc2)cc1
24% | CN(C)CCn1c(=O)n(Cc2ccccc2)c(=O)c2c3c(sc21)CCCCC3
13% | O=C(Nc1ccc(Cl)c(Cl)c1)c1ccc(-c2ccccc2)cc1
23% | O=C(O)CCC(=O)NCC(=O)c1ccc(F)cc1
? | Cc1cc(C(=O)N(CCC(=O)NCCC(C)C)CCC(C)C)c(C)o1
-16% | COC(=O)c1c2c(c3ccccc3c1-c1ccccc1)OC(c1ccc(OC)cc1)(c1ccc(OC)cc1)C=C2
4% | CN(CC(=O)Nc1ccc(F)cc1)C(=O)COC(=O)Cc1n[nH]c(=O)c2ccccc12
? | COc1ccc(S(=O)(=O)c2cn(C)c3cc(N4CCCCC4)c(F)cc3c2=O)cc1
? | CCCS(=O)(=O)N1CC(F)(F)C[C@H]1c1nnc(C)o1
-24%[115 µM] | O=C(NCc1ccc(F)cc1)c1cc(C2CC2)nc2onc(C3CCNCC3)c12
15% | CCCCNS(=O)(=O)/C=C/c1ccc(F)cc1CNC(=O)OC(C)(C)C
3% | COc1nc2ccccc2nc1N1CCC(C(=O)Nc2ccccc2F)CC1
-17% | Cc1cc(C)cc(NC(=O)COc2ccc3c(C)cc(=O)oc3c2)c1
33%[activator][149 µM] | O=C1NCc2ccccc2CC12CCN(CC1CC=CCC1)CC2 (stereo not drawn)
? | CN(C)CCNC(=O)C(C)(C)Oc1nn(Cc2cccc(Cl)c2)c2ccccc12
-1% | CC(=O)Nc1ccc(NC(=O)C(NS(=O)(=O)c2ccc(Br)s2)c2ccccc2)cc1 (stereo not drawn)
? | Cn1nc(-c2ccc(Cl)cc2)c2cc(C(=O)Oc3ccccc3Cl)sc21
9% | CCc1cccc2c(C(=O)C(NC(C)CC)c3ccccc3)c[nH]c12 (stereo not drawn)
? | O=C(NC1CCN(c2cc(-c3cccs3)[nH]n2)C1)c1cccs1 (stereo not drawn)
24% | Cc1ccccc1-c1cc(O)c2c(c1)CN(C(=O)C1CCNCC1)CCO2
6%[115 µM] | O=C1NC(=NC2CCCCC2)C2(CCN(Cc3ccsc3)C2)N1c1cc(F)cc(F)c1 (stereo not drawn)
-20% | CCOc1ccc2oc(C(=O)N3CCN(CC(=O)Nc4ccc(C)cc4)CC3)c(C)c2c1
19% | CCOc1ccc(NC(=O)c2cc(=O)c3cc(C)ccc3o2)cc1
13%[115 µM] | O=C1NC(=NC2CCCCC2)C2(CCCN(Cc3cccnc3)C2)N1c1cccnc1 (stereo not drawn)
3% | Cc1ccc(SCc2nc3ncccn3c2Br)cc1
? | Cc1cccc(CN2CCCCCCNC(=O)[C@@H]3CCC[C@@H]32)c1
24%[86.2 µM] | CCN(CC)C(=O)[C@@H]1CCC[C@@H](NC(=O)c2ccc(Cl)cc2)CN(C)C(=O)C1
-15% | COc1cccc(S(=O)(=O)N2CCC(Cc3nncn3C)CC2)c1
? | Cc1cccc(NC(=O)c2cc3c(C)nn(-c4ccccc4)c3s2)c1
-21%[86.2 µM] | Cc1ccccc1CNC[C@H]1Cn2cc(-c3ccccc3)nc2CO1
-1% | O=C(CN1Cc2ccccc2C1=O)Nc1cc(F)ccc1F
? | CCCS(=O)(=O)N1CCC2(CC1)c1[nH]c3ccccc3c1CCN2C
-21% | Cc1noc(-c2ccc(OC(F)(F)F)cc2)c1C(=O)NCCCc1ccccc1
-59% | COc1ccc(NC(=O)CCNS(=O)(=O)c2ccc3c(c2)CCN3C(=O)C2CC2)cc1Cl

The list is partial; rates above refer to the full screens.
